PTAP TSG101 blk = qHTS Assay for Iinhibitors of HIV-1 Budding by Blocking the Interaction of PTAP/TSG101; Fluorescence polarization, FITC-PTAP peptide / Tsg101 binding; Potency, µM (doses to about 115 µM), for inactives: top-dose activity change, negative = inhibition, actives largely listed as inhibitors; 340,000 tested, under 10 active; AID 493005, 2010; active means well fitted inhibition curve with a large enough effect in the main read-out, with a control signal flat, not every such curve was filed as active; inconclusive means small, poorly fitted or top-dose-only effect, or effect the other way, or a change in a side signal; inactive means no such curve, though single readings can be large or run the other way; further: potency means the concentration at half of the fitted maximal effect; % of control where 0% means no effect
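Fluorescence anisotropy tracks displacement of a FITC-tagged PTAP peptide (50 nM) from the Tsg101 binding domain (10 uM), following a 20 min room-temperature incubation at pH 7.5.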
B2AR arrestin = qHTS assay of beta-arrestin-biased ligands of beta2-adrenergic receptor. Beta-2 adrenergic receptor (Homo sapiens), P07550. Potency, µM (series often up to 46.1 µM), without a hit: top-dose activation, actives largely listed as activators. beta-arrestin recruitment to beta2AR, cell-based reporter. 0.02% of 330,000 active;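 further: potency means the concentration at half of the fitted maximal effect; 0% = DMSO controls and full agonism = EC100 isoproterenol or metaproterenol; nearly all actives have a fitted effect of over 65% in size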
Integrin act MD = qHTS for Activators of Integrin-Mediated Alleviation for Muscular Dystrophy | AID 624291, 2012 | alpha7betagal myoblasts, beta-gal FDG fluorescence, 48 h | Potency, µM (doses to about 38.3 µM), inactives show top-dose activation, hits mostly activators | 0.064% of 350,000 active;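 further: potency means the concentration at half of the fitted maximal effect; 100% = response of the positive control SU9516; nearly all actives have a fitted effect of over 60% in size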
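alpha7betagal+/- myoblasts (passage 13, 250/well) treated 48 h at 37C with compounds at 1:260 dilution of DMSO stock. Lysed, then beta-galactosidase activity read as FDG fluorescence (ex 480/em 540) after 30 min, with pre-read for autofluorescence.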
TRPV1 ag = HTS Assay for Compounds that Act as Agonists of the Vanilloid Receptor 1. Transient receptor potential cation channel subfamily V member 1 (Homo sapiens), Q8NER1. TRPV1-expressing cells, Fluo-8 calcium influx, agonist mode. activation, % at 8.33 µM. 0.19% of 320,000 active. AID 540275, 2011; in the data active means activation above about 80%; inconclusive means between about 30% and that limit; further: 0% is about no effect
Target sequence (Q8NER1 whole entry, looked up): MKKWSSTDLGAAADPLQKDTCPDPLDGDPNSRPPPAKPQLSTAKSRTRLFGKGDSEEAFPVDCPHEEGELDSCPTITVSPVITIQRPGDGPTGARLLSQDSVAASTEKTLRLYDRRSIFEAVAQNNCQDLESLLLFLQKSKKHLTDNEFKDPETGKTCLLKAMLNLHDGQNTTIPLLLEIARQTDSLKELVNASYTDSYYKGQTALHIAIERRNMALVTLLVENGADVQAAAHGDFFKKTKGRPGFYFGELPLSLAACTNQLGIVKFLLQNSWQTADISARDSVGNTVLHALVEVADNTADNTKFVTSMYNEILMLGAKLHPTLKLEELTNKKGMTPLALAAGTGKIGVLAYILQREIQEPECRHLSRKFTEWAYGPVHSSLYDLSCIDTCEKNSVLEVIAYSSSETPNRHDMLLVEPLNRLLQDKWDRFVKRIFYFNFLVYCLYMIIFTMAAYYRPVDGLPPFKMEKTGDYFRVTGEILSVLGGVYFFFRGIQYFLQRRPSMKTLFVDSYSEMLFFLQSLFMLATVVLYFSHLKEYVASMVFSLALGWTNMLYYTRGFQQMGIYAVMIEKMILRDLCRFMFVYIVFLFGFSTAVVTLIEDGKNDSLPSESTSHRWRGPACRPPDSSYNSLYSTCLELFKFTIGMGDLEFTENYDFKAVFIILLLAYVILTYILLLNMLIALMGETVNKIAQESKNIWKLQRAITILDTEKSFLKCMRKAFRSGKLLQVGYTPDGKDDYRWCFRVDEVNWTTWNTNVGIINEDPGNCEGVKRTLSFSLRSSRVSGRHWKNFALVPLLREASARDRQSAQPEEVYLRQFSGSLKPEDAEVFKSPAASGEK
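Cells expressing TRPV1 were dye-loaded with Fluo-8 and read kinetically: 10 s baseline, 3 min after compound (agonist portion), then 2 min after EC20 capsaicin (allosteric enhancer portion). Calcium-bound dye fluorescence at 480/520 nm.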
ELG1 genotoxic = qHTS screen for small molecules that induce genotoxicity in human embryonic kidney (HEK293T) cells expressing luciferase-tagged ELG1 | AID 504466, 2011 | HEK293T ELG1-luciferase reporter, luminescence, 16 h | 1.3% of 330,000 active | Potency, µM (highest dose often 46 µM), for inactives: at the top dose activity change, positive = activation, hits mostly activators; further: potency means the concentration at half of the fitted maximal effect; % of control where 0% means no effect; nearly all actives have a fitted effect of over 60% in size
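Luminescence read-out: rising ELG1-luciferase signal, reflecting elevated ELG1 protein under genetic stress, flags genotoxic compounds. Cells were treated for 16 hr at 37 °C before ONE-Glo detection.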
p53 reactivator = qHTS assay for re-activators of p53 using a Luc reporter | Potency, µM (doses to about 92.2 µM), inactives show at the top dose activity change, positive = activation, hits mostly activators | H1299 p53-A138V BP100-luciferase reporter, luminescence, 24 h | 0.063% of 320,000 active; further: potency means the concentration at half of the fitted maximal effect; % of control where 0% means no effect; nearly all actives have a fitted effect of over 45% in size
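H1299 (p53-null), stable ts p53-A138V + BP100-Luc; 1000 cells/well, Opti-MEM/10% FBS; cpd 4 pt, 1:5; 24 h, 37 deg C, 5% CO2; detection reagent 10 min RT; luminescence.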
BRCA1 expr up = qHTS Assay to Identify Small Molecule Activators of BRCA1 Expression. MCF7-BRCA1-FFLuc reporter, luminescence, 48 h; response scale: scaled: vehicle 0%, 10 µM genistein 100%. Potency, µM (doses to about 46.1 µM), for the others: at the top dose activation, usual class: activators. 1.1% of 380,000 active. AID 624202, 2012; further: potency means the concentration at half of the fitted maximal effect; nearly all actives have a fitted effect of over 80% in size; some results filed as inactive show a strong effect at the top dose
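Luminescence from a BRCA1-driven firefly luciferase in MCF7 cells was the read-out, taken 15 min after substrate addition following 48 h compound exposure at 37 °C. Data were normalized to a 10 microM genistein control and DMSO vehicle.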
USP2a inh = qHTS Assay for Inhibitors of Ubiquitin-specific Protease USP2a Using CHOP2 as the Reporter; Ubiquitin carboxyl-terminal hydrolase 2 (Homo sapiens), O75604; Potency, µM (top dose mostly 38.3 µM), for the others: at the top dose activity change, negative = inhibition, most hits filed as inhibitors; USP2 core, Ub-CHOP2 coupled fluorogenic reporter, 485/531; AID 463254, 2010; 0.01% of 330,000 active;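 further: potency means the concentration at half of the fitted maximal effect; plate controls were DMSO wells for no effect and full inhibition by NEM control for full effect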
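USP2 core (10nM final) preincubated 30min RT with compound in 20mM Tris-HCl pH 8.0, 2mM CaCl2, 2mM beta-mercaptoethanol, 0.05% CHAPS; 25nM Ub-CHOP2 plus 25nM reporter substrate added, fluorescence (Ex485/Em531) read after 60min.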
Eya2 phos inh = qHTS Assay for Inhibitors of the Phosphatase Activity of Eya2. AID 488837, 2010. Potency, µM (highest dose often 76.9 µM), for inactives: at the top dose activity, negative = inhibition, actives largely listed as inhibitors. 0.006% of 330,000 active. recombinant Eya2, OMFP fluorescence dephosphorylation (OMFP is methylfluorescein phosphate). Protein phosphatase EYA2 (Homo sapiens), O00167; further: potency means the concentration at half of the fitted maximal effect; on the % scale 0 is the no-effect control and ±100 the full control effect
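Eya2 protein (added as 0.2 uM solution) was preincubated with compound for 10 min at ambient temperature in 50 mM HEPES pH 7.5, 50 mM NaCl, 5 uM MgCl2, 0.05% BSA, 1 mM DTT. OMFP (added at 50 uM) then reacted 10 min; fluorescence read at 485/525 nm.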
ASM inhibitor = Inhibitors of Secretory Acid Sphingomyelinase (S-ASM): qHTS; AID 504937, 2011; 0.006% of 340,000 active; Sphingomyelin phosphodiesterase (Homo sapiens), P17405; Potency, µM (highest dose often 57.5 µM), for inactives: top-dose activity change, negative = inhibition, usual class: inhibitors; placental ASM, HMU-PC fluorogenic substrate, 60 min; further: potency means the concentration at half of the fitted maximal effect
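Steps: dispense placental human ASM, pin compound, wait 10 min at room temperature, add HMU-PC0 substrate at 9 uM final, incubate 60 min at 37 °C, add stop solution raising pH to 10, read fluorescence.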
uPA generation = qHTS for Inhibitors of Cell Surface uPA Generation; Potency, µM (titrated, usually from 38.3 µM), without a hit: at the highest dose activity change, negative = inhibition, usual class: inhibitors; AID 540303, 2011; cell surface uPA generation assay, qHTS; 0.31% of 330,000 active; active means well fitted inhibition curve with a large enough effect; inconclusive means small, poorly fitted or top-dose-only effect; inactive means no such curve, though single readings can be large or run the other way; tested in mouse RAW 264.7 cells; further: potency means the concentration at half of the fitted maximal effect; on the % scale 0 is the no-effect control and ±100 the full control effect; nearly all actives have a fitted effect of over 55% in size
The depositor's hits bear a star; ? = inconclusive; / = not tested or not shown; [ ] = another dose, or the depositor's remark. Unless noted, the call rests on the fitted dose curve; in most records, active means well fitted curve in the direction sought with a large enough effect; inconclusive means small, poorly fitted or top-dose-only effect, or another doubt; inactive means no such curve, though single readings can be large; an effect the other way counts as inactive or inconclusive.

Each structure is followed by: PTAP TSG101 blk | B2AR arrestin | Integrin act MD | TRPV1 ag | ELG1 genotoxic | p53 reactivator | BRCA1 expr up | USP2a inh | Eya2 phos inh | ASM inhibitor | uPA generation
> Cc1ncc([N+](=O)[O-])n1CCOC(=O)NC(NCc1ccccc1Cl)C(Cl)(Cl)Cl (centres undefined)
→ -2% | -0.3% | 0% | -2 | 0% | -4% | 0% | 3% | 1% | -8% | -10%
> CSCCC(NC(=O)c1ccc(Cl)cc1)C(=O)OCC(=O)c1ccc[nH]1 (centres undefined)
→ -3% | 0.1% | 3% | -2 | -2% | 1% | 3% | 0% | -4% | 2% | -5%
> O=C(O)c1ccc(Cl)c(S(=O)(=O)Nc2ccc3cn[nH]c3c2)c1
→ 1% | 0.4% | -13% | 1 | -8% | 5% | -14% | 0% | 35% | 9% | -3%
> COCc1cc(C)nc(OCC(=O)N/N=C/c2ccco2)c1C#N
→ 1% | -0.3% | 21% | 1 | 1% | 0% | 2% | 0% | -2% | 8% | -4%
> CCN(CC)S(=O)(=O)c1ccc(N2CCOCC2)c(NC(=O)COc2ccccc2C)c1
→ -7% | -0.2% | -4% | 19 | -2% | -2% | -40% | 1% | ? | -1% | 12%
> O=C(NCCSSCCNC(=O)c1ccccc1)c1ccccc1
→ 0% | / | -33% | / | / | / | -47% | / | / | -1% | -10%
> CSc1ccc(/C=N\NC(=O)CC(=O)NC(C)C)cc1
→ -3% | 0.1% | -11% | 2 | 2% | 1% | 11% | 1% | -2% | -2% | -17%
> CC(=O)NC(CC(=O)Nc1nc(-c2ccc(N(C)S(C)(=O)=O)cc2)cs1)c1ccccc1 (centres undefined)
→ 1% | -0.3% | -18% | 0 | -15% | -2% | -42% | 4% | 4% | -2% | -8%
> Cc1ccc2c(c1)N(C(=O)CCC(=O)NCCCN1CCOCC1)CCO2
→ -4% | -0.1% | -4% | 0 | -9% | 4% | -3% | 0% | -20% | 5% | 1%
> CC1CN(S(=O)(=O)c2ccc(NC(=O)c3ccco3)cc2)CC(C)O1 (centres undefined)
→ -7% | -0.5% | 13% | 0 | 2% | 4% | -2% | -5% | 9% | -1% | -4%
> O=S(=O)(c1ccc(=S)[nH]c1)N1CCCC1
→ 1% | -0.5% | -16% | / | 2% | 21% | -7% | 1% | 0% | 2% | 8%
> CC(=O)n1cc([C@H]2C=C(C(=O)N3CCN(Cc4ccccc4)CC3)O[C@@H](OCCCCO)C2)c2ccccc21
→ -6% | 0.3% | 0% | -1 | -5% | -4% | 0% | 0% | 8% | 7% | -13%
> Cc1cccc(Cn2c(SCCN3CCCCC3)nc3c2c(=O)[nH]c(=O)n3C)c1
→ -3% | -0.4% | 11% | 18 | -1% | 3% | 0% | -3% | -4% | -4% | -17%
> O=c1cc(O)c2sc(Nc3ccc(Cl)c(F)c3)nc2[nH]1
→ -10% | -0.3% | -1% | 2 | 18% | 7% | -76% | -10% | 15% | 6% | -1%
> CCCc1nnc(NC(=O)C(CC)OC(=O)c2cc(C)nc3ccccc23)s1 (centres undefined)
→ 1% | -0.2% | -5% | -1 | -3% | 1% | 9% | -1% | 4% | -10% | 2%

Later entries.
Each structure is followed by: PTAP TSG101 blk | B2AR arrestin | Integrin act MD | TRPV1 ag | ELG1 genotoxic | p53 reactivator | BRCA1 expr up | USP2a inh | Eya2 phos inh | ASM inhibitor | uPA generation
> O=C1OCCC1Sc1nc2ccccc2c(=O)n1-c1ccc(F)cc1 (centres undefined)
→ -2% | 0.1% | 1% | -4 | 4% | 3% | 0% | 2% | 6% | 4% | -3%
> O=C(C1CCCN(S(=O)(=O)c2ccccc2)C1)N1CCCCC1 (centres undefined)
→ 1% | 0.5% | -20% | 6 | -1% | 3% | -15% | 1% | -10% | 0% | 0%
> C[n+]1ccn(CC(=O)c2ccc(Br)cc2)c1
→ -6% | 0.2% | 13% | -2 | 1% | -2% | -7% | 2% | 4% | 0% | 11%
> O=C(O)CCCC(=O)NCCCCc1ccccc1
→ / | 0.2% | -12% | -6 | -1% | 3% | 9% | 1% | -2% | 0% | 30%[activator]
> CCn1nc(NS(=O)(=O)c2ccc(NC(C)=O)cc2)c2cc3cc(C)ccc3nc21
→ -5% | 0.0% | 43% | 2 | 12% | 10% | 32% | -2% | 3% | 7% | -3%
> CC12CN3CC(C)(CN(C1)C3c1ccccc1Cl)C2O (centres undefined)
→ -7% | -1.0% | 44% | 1 | -3% | ? | 10% | 1% | 2% | 9% | -9%
> CC(C)C(=O)Nc1cccc(-c2nc3ccccc3c(=O)o2)c1
→ 1% | -0.3% | -7% | 0 | 3% | 7% | -12% | 3% | 3% | -1% | -9%
> CC(C)(C)c1ccc(C(=O)NCCCn2ccnc2)cc1
→ -3% | 0.5% | 12% | ? | 2% | 11% | -5% | 3% | -8% | -1% | -4%
> Cc1[nH]nc2c1C(c1ccccc1F)NC2=O (centres undefined)
→ -2% | 0.1% | 4% | / | 2% | -4% | -7% | 1% | -8% | -1% | 9%
> CCOC(=O)c1c(NC(=O)N/N=C/c2ccccc2OCC)sc(C(C)=O)c1C
→ -3% | -0.8% | 9% | 2 | ? | 9% | -21% | 4% | 2% | 0% | 8%
> Cc1ccc(NC(=O)CCS(=O)(=O)c2cccc3nonc23)c(Br)c1
→ -3% | -0.9% | 22% | ? | -22% | -5% | -4% | 3% | 2% | -18% | -3%
> O=C(Cn1c(=O)n(-c2ccc(F)cc2)c(=O)c2sccc21)N1CCCC1
→ 0% | 0.4% | 21% | -5 | -2% | -12% | 9% | -1% | -8% | 2% | /
> CCN(c1cccc(C)c1)S(=O)(=O)c1ccc2c(c1)NC(=O)CS2
→ -4% | 0.0% | -17% | 0 | -1% | -5% | -10% | 2% | -13% | 0% | 8%
> CC1(C)CC(=O)C=C(NCCc2ccc(S(N)(=O)=O)cc2)C1
→ -6% | -0.4% | 3% | 1 | -2% | 2% | -4% | 2% | 20% | -1% | -2%
> O=C(NCC1CCCO1)c1cncc(Br)c1 (centres undefined)
→ -5% | -0.2% | 0% | -6 | 3% | -3% | 3% | 5% | 6% | 2% | 8%
> O=C(Nc1ccccc1N1CCN(C(=O)c2ccc(Cl)cc2)CC1)c1cccc([N+](=O)[O-])c1
→ -7% | -0.1% | 3% | -4 | -2% | -3% | -36% | 0% | 3% | -9% | -1%
> CCCN(CC(=O)Nc1ccccc1C)C(=O)c1ccc(N2CCCC2=O)cc1
→ -8% | -0.2% | -24% | 0 | 1% | 8% | 3% | 2% | -1% | 1% | -7%

Some of the entries so far, as a markdown table.
| Molecule | PTAP TSG101 blk | B2AR arrestin | Integrin act MD | TRPV1 ag | ELG1 genotoxic | p53 reactivator | BRCA1 expr up | USP2a inh | Eya2 phos inh | ASM inhibitor | uPA generation |
| --- | --- | --- | --- | --- | --- | --- | --- | --- | --- | --- | --- |
| CC12CN3CC(C)(CN(C1)C3c1ccccc1Cl)C2O (centres undefined) | -7% | -1.0% | 44% | 1 | -3% | ? | 10% | 1% | 2% | 9% | -9% |
| O=C(NCC1CCCO1)c1cncc(Br)c1 (centres undefined) | -5% | -0.2% | 0% | -6 | 3% | -3% | 3% | 5% | 6% | 2% | 8% |
| CCN(c1cccc(C)c1)S(=O)(=O)c1ccc2c(c1)NC(=O)CS2 | -4% | 0.0% | -17% | 0 | -1% | -5% | -10% | 2% | -13% | 0% | 8% |
| O=C1OCCC1Sc1nc2ccccc2c(=O)n1-c1ccc(F)cc1 (centres undefined) | -2% | 0.1% | 1% | -4 | 4% | 3% | 0% | 2% | 6% | 4% | -3% |
| O=C(Cn1c(=O)n(-c2ccc(F)cc2)c(=O)c2sccc21)N1CCCC1 | 0% | 0.4% | 21% | -5 | -2% | -12% | 9% | -1% | -8% | 2% | / |

Bioassay records deposited in PubChem by National Center for Advancing Translational Sciences (NCATS).
